Screening data: PubChem, National Center for Advancing Translational Sciences (NCATS)
Vif-APOBEC3F blk – Vif-A3F binding inhibition. HeLa A3F-eYFP + Vif (tagged APOBEC3F with the HIV-1 protein that degrades it), YFP fluorescence increase. Potency, µM (highest dose often 46.1 µM), for the others: top-dose activity, negative = active. hit rate 0.2% among 390,000. AID 602313; note: potency is the fitted concentration of half-maximal effect; % of control where 0% means no effect; nearly all actives have a fitted effect of over 65% in size
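Fluorescence increase (Ex 488/Em 500-530) after overnight compound treatment at 37 deg C flags inhibition of Vif-driven A3F-eYFP loss in stable HeLa A3F-eYFP/Vif cells seeded overnight beforehand.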
LDHA inh – inhibitors of human lactate dehydrogenase A; P00338; purified LDHA, NADH/diaphorase-resazurin fluorescence; hits give low values; activity change, % (values are at about 110 or 230 µM); hit rate 0.15% among 480,000; AID 1347041; in the data active = activity change below about -30%; inconclusive = mostly about -25% to -30%;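 note: plate controls were DMSO wells for no effect and wells without enzyme for full effect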
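Enzyme activity of human lactate dehydrogenase 5 (2 nM; 0.06 mM NADH, 0.2 mM pyruvate, 5 min, RT) is measured via a resazurin/diaphorase fluorescence readout of residual NADH.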
Vif-APOBEC3G blk – blocks the Vif interaction with human APOBEC3G; AID 602310; Potency, µM (top dose mostly 46.1 µM), for inactives: at the top dose activity, negative = active, actives largely listed as inhibitors; HeLa A3G-eYFP + Vif (tagged APOBEC3G with the HIV-1 protein that degrades it), YFP fluorescence, overnight; hit rate 0.076% among 410,000;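 note: potency is the fitted concentration of half-maximal effect; % is set by controls: 0 for no effect and ±100 for the full control effect; nearly all actives have a fitted effect of over 60% in size; hits raise eYFP signal because A3G escapes Vif-driven loss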
Target sequence (Q9HC16 whole entry, looked up): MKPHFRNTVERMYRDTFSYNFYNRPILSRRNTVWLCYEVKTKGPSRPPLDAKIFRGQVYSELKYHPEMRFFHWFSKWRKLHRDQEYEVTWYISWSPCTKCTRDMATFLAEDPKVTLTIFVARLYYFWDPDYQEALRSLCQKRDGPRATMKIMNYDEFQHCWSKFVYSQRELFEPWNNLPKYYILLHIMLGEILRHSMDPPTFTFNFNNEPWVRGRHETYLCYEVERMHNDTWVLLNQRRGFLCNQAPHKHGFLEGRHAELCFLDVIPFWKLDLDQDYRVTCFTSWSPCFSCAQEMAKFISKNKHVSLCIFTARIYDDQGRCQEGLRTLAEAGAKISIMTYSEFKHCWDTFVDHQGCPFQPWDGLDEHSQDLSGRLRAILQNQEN
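HeLa cells stably expressing Vif and C-terminally eYFP-tagged A3G, seeded overnight at 37 deg C, then exposed to compound by pintool overnight at 37 deg C. Rise in yellow fluorescence (Ex 488/Em 500-530, Acumen) marks blocked Vif-driven A3G degradation.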
RGS4 inh – blocks human RGS4-accelerated GTP hydrolysis; AID 504845; hit rate 0.039% among 390,000; Potency, µM (highest dose often 114 µM), for inactives: at the top dose activity change, negative = inhibition, most hits filed as inhibitors; Transcreener GDP fluorescence polarization, RGS4-accelerated GTP hydrolysis; P49798; note: potency is the fitted concentration of half-maximal effect; % is set by controls: 0 for no effect and ±100 for the full control effect; nearly all actives have a fitted effect of over 75% in size; some results filed as inactive show a strong effect at the top dose
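MLSMR compounds (23 nl, pin-transferred) preincubated 10 min at room temperature with a 500nM (2x) first reagent, then RGS4 at 900nM (2x) plus Transcreener GDP mix added; fluorescence polarization (620/688 nm) read before and after 90 min at 30 °C.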
ERG-DNA inh – ERG Ets/DNA interaction inhibition; P11308; fluorescence polarization, His-ERG Ets domain / labelled DNA; Potency, µM (top dose mostly 76.9 µM), inactives show at the highest dose FP activity, negative = inhibition, hits mostly inhibitors; hit rate 0.028% among 370,000; active = well fitted inhibition curve with a large enough effect in the polarisation, with a control signal flat; inconclusive = small, poorly fitted or top-dose-only effect, or effect the other way, or a change in a side signal; inactive = no such curve, though single readings can be large or run the other way; the % refers to the polarisation;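 note: polarization taken with two DNA probes labelled with fluorescein and Texas red; potency is the fitted concentration of half-maximal effect; % of control where 0% means no effect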
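His-tagged ERG Ets domain (1 uM in the protein solution; 300mM KCl, 50mM Tris-HCl, 1mM EDTA, 1mM DTT, pH 7.5) received compound, then a probe mix of 5 nM fluorescein-DNA and 100nM Texas-615-DNA. Fluorescence polarization was read for both dyes.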
Glioma ERSR ind – ER stress response induction in glioma; hit rate 0.02% among 420,000; Potency, µM, for inactives: at the highest dose activation, most hits filed as activators; U87-MG GRP78 promoter luciferase reporter, 16 h; note: potency is the fitted concentration of half-maximal effect; series mostly up to about 76 µM; % of control where 0% means no effect; nearly all actives have a fitted effect of over 35% in size
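Stably transfected U87-MG glioma cells carrying a GRP78-based luciferase sensor; 16 h compound incubation. Luminescence end-point read 10 min after Bright-Glo addition at room temperature.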
D2 agonist – D2 dopamine receptor (human) agonism; HEK293 T-REx D2 cells, calcium flux agonist mode; P14416; hit rate 0.53% among 340,000; activation, % at 2 µM; AID 485358;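 active = activation over 3 SD above normal in the single-dose calcium agonist read, cut at about 30% in these data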; note: 0% is about no effect
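Tetracycline-induced HEK293 T-REx cells with force-coupled D2 receptor, plated overnight at 30 C, loaded with no-wash calcium dye. After a 10 s baseline, compound was pin-added and calcium flux read kinetically for 180 s; calcium rises flagged agonists.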
D2 antag – antagonizes the human D2 dopamine receptor | HEK293 TREx D2 cells, calcium flux, dopamine EC80 | inhibition, % at 10 µM | hit rate 2% among 340,000 | AID 485344; in the data active = inhibition above about 30%; note: 0% is about no effect
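Overnight-induced (tetracycline, 30 C) HEK293 T-REx cells carrying force-coupled D2 receive a no-wash calcium dye, then compound, then EC80 dopamine at 180 s; signals are read kinetically throughout.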
ALOX12 inh – inhibitors of human 12S-lipoxygenase ALOX12. AID 1671190. P18054. hit rate 1.1% among 580,000. purified 12hLO, xylenol orange hydroperoxide absorbance. Potency, µM (series often up to 108 µM), inactives show top-dose activity change, negative = inhibition, actives largely listed as inhibitors; note: potency is the fitted concentration of half-maximal effect; % is set by controls: 0 for no effect and ±100 for the full control effect
Target sequence (P18054 whole entry, looked up): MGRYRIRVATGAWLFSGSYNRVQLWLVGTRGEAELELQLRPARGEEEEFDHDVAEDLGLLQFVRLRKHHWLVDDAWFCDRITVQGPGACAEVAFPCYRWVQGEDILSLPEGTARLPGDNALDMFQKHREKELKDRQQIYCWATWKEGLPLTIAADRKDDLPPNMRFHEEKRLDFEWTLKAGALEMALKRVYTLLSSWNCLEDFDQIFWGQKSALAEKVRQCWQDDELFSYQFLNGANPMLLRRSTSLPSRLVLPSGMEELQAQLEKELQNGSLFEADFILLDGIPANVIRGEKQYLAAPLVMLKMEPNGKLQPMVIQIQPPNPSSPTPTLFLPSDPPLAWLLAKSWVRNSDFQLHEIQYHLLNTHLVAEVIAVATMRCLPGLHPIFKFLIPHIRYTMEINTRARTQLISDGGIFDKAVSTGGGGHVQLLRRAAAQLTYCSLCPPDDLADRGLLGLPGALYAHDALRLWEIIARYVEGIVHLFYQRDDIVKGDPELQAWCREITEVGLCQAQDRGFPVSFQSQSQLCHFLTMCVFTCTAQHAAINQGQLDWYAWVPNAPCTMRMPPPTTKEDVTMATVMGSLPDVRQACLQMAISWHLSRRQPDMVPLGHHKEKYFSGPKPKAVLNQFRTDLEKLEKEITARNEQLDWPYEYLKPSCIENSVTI
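Purified human 12hLO at 150 nM in 25 mM Hepes, 0.01% Triton X-100, pH 7.0, preincubated 15 min at room temperature with compound. Reaction started with 40 uM arachidonic acid, 30 min at room temperature. Hydroperoxide measured by Fe-xylenol orange, 573/405 nm absorbance ratio.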
An asterisk follows results filed as active; i = inactive; u = inconclusive; x = not tested or not shown; [ ] = dose if it differs, or a comment. Unless noted, calls come from the whole dose curve; as a rule, active = well fitted curve in the direction sought with a large enough effect; inconclusive = small, poorly fitted or top-dose-only effect, or another doubt; inactive = no such curve, though single readings can be large; an effect the other way counts as inactive or inconclusive.

SMILES	Vif-APOBEC3F blk	LDHA inh	Vif-APOBEC3G blk	RGS4 inh	ERG-DNA inh	Glioma ERSR ind	D2 agonist	D2 antag	ALOX12 inh
COc1cc(NC(=O)Cn2nc(C(F)(F)F)c(Br)c2C)cc([N+](=O)[O-])c1	0%	-7	-2%	27%	5%	-5%	0.0	-14	-6%
COc1ccc(-c2nn3c(=O)cc(CN4CCN(S(=O)(=O)c5ccc(C)cc5)CC4)nc3s2)cc1	1%	-4	1%	4%	6%	-2%	0.2	x	-24%
CCS(=O)(=O)N1CCC2(CC1)OC(=O)C(C)=C2C(=O)NCc1ccccc1C	5%	0	4%	4%	-2%	-1%	-0.3	x	-15%
CCSc1ncc(Cl)c(C(=O)Nc2ccc(S(=O)(=O)N3CCCCC3CC)cc2)n1 (stereo not drawn)	-3%	-2	-6%	-19%	9%	-2%	-0.8	x	-22%
COc1ccc(NC(C)=O)cc1S(=O)(=O)N1CCN(C/C=C/c2ccccc2)CC1	2%	0	0%	-9%	10%	-3%	1.3	10	1%
Cc1c(CNC2CCC(C)CC2)c(C(=O)O)c(C)n1Cc1ccc(Cl)cc1 (stereo not drawn)	-5%	-1	-3%	8%	0%	-4%	-0.1	x	u
COc1cc(CN(C(=O)c2ccccc2F)C2CCS(=O)(=O)C2)cc(OC)c1OC (stereo not drawn)	-6%	-5	2%	3%	-2%	-2%	0.3	x	2%
CCCSc1nnc2c(n1)OC(c1sccc1C)Nc1ccccc1-2 (stereo not drawn)	1%	-3	3%	-25%	4%	6%	-2.4	x	u
Cc1ccc(C(=O)Nc2cccc(C(F)(F)F)c2)cc1NC(=O)c1c[nH]c2cc(C(F)(F)F)ccc2c1=O	2%	-1	4%	12%	1%	5%	x	x	2%
COc1ccc(CCN(Cc2nc(-c3ccccc3)no2)Cc2nc(-c3ccccc3)no2)cc1OC	x	-1	-1%	-34%	5%	-4%	2.0	-11	-24%
COc1ccc(Nc2ncc(C(=O)Nc3cccc(OC)c3)c3ccccc23)cc1	-9%	1	-6%	9%	1%	3%	1.4	x	-8%
CC(C)CCN1C(=O)c2cccc3c(N)ccc(c23)C1=O	u	0	u	-16%	-3%	2%	x	x	0%
Cc1ccc([N+](=O)[O-])cc1S(=O)(=O)Nc1ccc(OCC(=O)N2CCOCC2)cc1	1%	0	1%	-2%	2%	-5%	-0.7	1	i
O=C(CCC1N=C2c3ccccc3N=C(SCc3ccc(F)cc3)N2C1=O)NC1CCCCC1 (stereo not drawn)	u	-1	-1%	-20%	-2%	0%	0.2	x	-19%
COc1ccc(CNC(=O)CN(C(=O)CCC(=O)Nc2nccs2)c2ccccc2C)cc1	2%	-3	-3%	0%	-1%	8%	-0.1	-5	-12%
CCOc1ccccc1N1CCN(C(=S)NC(=O)C23CC4CC(CC(C4)C2)C3)CC1	-16%	-2	-3%	-36%	-12%	-4%	-0.2	11	u
Cn1cc(C(=O)NS(=O)(=O)Nc2ccc(Br)cc2)c2ccccc21	1%	1	4%	-8%	5%	-9%	0.4	14	-26%
O=C(Nc1ccc2c(c1)OCO2)c1cc(C2CCCN(C(=O)C3CCCCC3)C2)on1 (stereo not drawn)	x	-2	0%	x	x	3%	x	x	-4%
Cn1cccc1CNC(=O)Nc1ccc(Cl)c(Cl)c1	3%	-1	4%	-24%	9%	6%	x	x	u
Cc1c(C(=O)N2CCCCC2)c(S(=O)(=O)NCCc2ccccc2)c(C)n1C	0%	-2	3%	-3%[56.9 µM]	-6%	-6%	-1.1	5	-10%
CC(=O)N1CCCc2cc(S(=O)(=O)Nc3cccc(C)c3C)ccc21	-6%	0	-27%	-23%	8%	-2%	-5.9	-2	-1%
O=S(=O)(c1ccccc1)N1CCN(c2nnc(-c3ccccc3)c3ccccc23)CC1	-3%	-7	-2%	15%	-3%	-2%	0.8	-2	-9%
COc1cc(C(=O)Nc2cccc(C)c2C)ccc1OCC(=O)N1CCOCC1	-2%	-3	-1%	5%	12%	-3%	-0.2	-6	178%[activator]
Cc1cccnc1NC(=O)c1cccc(S(=O)(=O)NCc2ccccc2)c1	-1%	-10	1%	3%	-1%	1%	-0.2	-15	22%
Cn1c(=O)c2c(nc(CN3CCN(CCO)CC3)n2CCc2ccccc2)n(C)c1=O	1%	-6	-1%	10%	-2%	-1%	0.1	-9	4%
CC1(C)CC(=O)C2=C(C1)NC1=C(C(=O)c3ccccc31)C2c1ccc(Cl)cc1 (stereo not drawn)	4%	1	-4%	-52%	4%	-5%	0.4	-3	u
CC1(C)N=C2C(=[N+]1[O-])CCC/C2=N\O	-5%	-4	2%	4%	7%	-3%	x	x	-4%
CC(C)c1onc(C(=O)NCCc2ccccc2)c1[N+](=O)[O-]	7%	-11	-4%	7%	6%	3%	-0.5	1	-6%
COc1ccc(N2CCN(CC(O)COc3ccc([N+](=O)[O-])cc3)CC2)cc1 (stereo not drawn)	-8%	-10	-3%	6%	2%	-4%	5.7	13	-27%
O=C1c2ccccc2S(=O)(=O)c2cc(N3CCN(c4ccccn4)CC3)ccc21	2%	1	-8%	13%	-8%	2%	x	x	-21%
Cc1ccc(/C=c2\s/c(=C(/C#N)C(=O)N3CCCC3)n(Cc3ccco3)c2=O)s1	-9%	-4	1%	-35%	-2%	-1%	2.6	-22	u
COc1ccc([C@H]2/C=C\CN(C(=O)C3CCCC3)[C@@H](C)C(=O)N2Cc2ccc(F)cc2)cc1	3%	-1	1%	5%	-10%	5%	x	x	-30%
CC1(C(=O)NS(=O)(=O)C2CC2)CCCN(C(=O)C2(c3ccc(Cl)cc3)CCCC2)C1 (stereo not drawn)	x	-1	-2%	x	x	-4%	x	x	13%
COC(=O)C1OCOC2C(C(=O)OC)OCOC12 (stereo not drawn)	-3%	-11	2%	9%	8%	-3%	x	x	-4%
CN(CC(=O)Nc1ccccc1Cl)C(=O)c1ccc(-c2cccc(C(F)(F)F)c2)o1	1%	2	-3%	-46%	4%	-1%	0.3	14	-3%
COc1ccc(C2C(C(=O)C(C)(C)C)=C(O)C(=O)N2Cc2ccccc2)cc1 (stereo not drawn)	-5%	-3	1%	19%	15%	-3%	0.0	3	-25%
COc1ccc(C(=O)OCC(=O)NCc2ccc3c(c2)OCO3)cc1S(=O)(=O)N1CCOCC1	13%	1	1%	-12%	-1%	-3%	x	x	6%
Cc1ccc(NCc2nnc(SCC(=O)N(Cc3ccccc3)C(C)(C)C)o2)c(C)c1	5%	2	4%	8%	-4%	0%	-0.2	-34	5%
COc1cc(OC)cc(C(=O)Nc2ccc(C(=O)Nc3ccccc3OC)cc2)c1	0%	-8	-19%	5%	-2%	-2%	x	x	1%
CCc1nc2c(OCc3cccc(Cl)c3)cccn2c1N(C)C(=O)c1ccncc1	x	2	-3%	x	x	0%	x	x	2%
CCCc1ccc2oc(C(=O)NCc3nnc(C)o3)c(C)c2c1	1%	1	4%	-5%	-5%	1%	-0.3	3	7%
CCOc1ncccc1C(=O)Nc1nc(C(C)(C)C)cs1	-13%	1	-6%	-22%	-8%	-7%	0.2	16	0%
NC(=O)c1cccc(C(N)=O)n1	0%	-8	-1%	8%	21%	-2%	2.0	3	10%
CC(C)(C)c1nnc(NC(=O)c2cc(-c3ccccc3)nc3ccccc23)s1	-6%	-9	0%	u	-12%	-4%	0.2	-12	u
CC(C)CC(NC(=O)c1ccccc1)C(=O)N/N=C/c1ccco1 (stereo not drawn)	6%	-4	-2%	-10%	-11%	-3%	26	-18	2%
[O-][n+]1onc2c1CCC1N(O)C(c3ccccc3)CC21O (stereo not drawn)	-7%	-9	1%	-16%	-3%	1%	0.9	-5	20%
S=c1[nH]nc(-c2cccc(Cl)c2)n1CCN1CCCCC1	1%	-4	-6%	-37%	0%	5%	x	x	-24%

4 of these compounds, reformatted:
CN(CC(=O)Nc1ccccc1Cl)C(=O)c1ccc(-c2cccc(C(F)(F)F)c2)o1
- Vif-APOBEC3F blk: 1%
- LDHA inh: 2
- Vif-APOBEC3G blk: -3%
- RGS4 inh: -46%
- ERG-DNA inh: 4%
- Glioma ERSR ind: -1%
- D2 agonist: 0.3
- D2 antag: 14
- ALOX12 inh: -3%
COc1ccc(C2C(C(=O)C(C)(C)C)=C(O)C(=O)N2Cc2ccccc2)cc1 (stereo not drawn)
- Vif-APOBEC3F blk: -5%
- LDHA inh: -3
- Vif-APOBEC3G blk: 1%
- RGS4 inh: 19%
- ERG-DNA inh: 15%
- Glioma ERSR ind: -3%
- D2 agonist: 0.0
- D2 antag: 3
- ALOX12 inh: -25%
COc1ccc(C(=O)OCC(=O)NCc2ccc3c(c2)OCO3)cc1S(=O)(=O)N1CCOCC1
- Vif-APOBEC3F blk: 13%
- LDHA inh: 1
- Vif-APOBEC3G blk: 1%
- RGS4 inh: -12%
- ERG-DNA inh: -1%
- Glioma ERSR ind: -3%
- D2 agonist: x
- D2 antag: x
- ALOX12 inh: 6%
Cc1ccc(NCc2nnc(SCC(=O)N(Cc3ccccc3)C(C)(C)C)o2)c(C)c1
- Vif-APOBEC3F blk: 5%
- LDHA inh: 2
- Vif-APOBEC3G blk: 4%
- RGS4 inh: 8%
- ERG-DNA inh: -4%
- Glioma ERSR ind: 0%
- D2 agonist: -0.2
- D2 antag: -34
- ALOX12 inh: 5%

A portion of the library. The share of hits here may be higher or lower than overall.
